KLK7 zymogen act = proKLK7 zymogen activators, primary screen, biochemical, fluorescence intensity; purified proKLK7, EDANS-DABCYL substrate fluorescence; 100% is mature enzyme control, 0% vehicle; activation, % at 7 µM; 370,000 compounds, 0.9% hits; AID 652039, 2013;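 active = activation above the mean of all tested compounds plus 3 SD, computed per campaign excluding outliers beyond control limits, cut at about 13% in these data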
TDP2 inh = human TDP2 enzyme inhibitors, primary screen, biochemical, epi absorbance, recombinant enzyme; T5PNP hydrolysis, p-nitrophenol absorbance 415 nm; 370,000 compounds, 0.34% hits; inhibition, % at 12.8 µM;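 active = inhibition above the mean of all tested compounds plus 3 SD, set per campaign, cut at about 25% in these data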;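 also: 0% = DMSO with enzyme and 100% = buffer with substrate but no TDP2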
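Assay system: recombinant human TDP2 / Reagent: T5PNP substrate at 5 mM, a TopII-DNA adduct mimic / Measured by: epi absorbance from released p-nitrophenol / Evaluation: % inhibition relative to enzyme-containing and enzyme-free wells / Control set: enzyme-free and DMSO wells / Replicates: each compound tested once, singlicate / Schedule: enzyme reaction with compound for 2 h at 37 °C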
MBD2 DNA inh = inhibitors of MBD2 binding to methylated DNA, primary screen, biochemical, TR-FRET, DNA-binding domain, human | Methyl-CpG-binding domain protein 2 (Homo sapiens), Q9UBB5 | MBD2 binding to methylated oligonucleotide | inhibition, % at 4.4 µM | 370,000 compounds, 0.31% hits | AID 686964, 2013; in the data active = inhibition above about 13%
SIAE primary = human SIAE inhibitors, primary screen, biochemical, fluorescence polarization, FP-Rh probe, 1536-well HTS | AID 1053197, 2014 | Sialate O-acetylesterase (Homo sapiens), Q9HAT2 | 370,000 compounds, 0.69% hits | inhibition, % at 9.66 µM | SIAE FP-Rh probe binding;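 active = inhibition above a cutoff: mean of compounds within the control limits plus 3 SD of those, cut at about 17% in these data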;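 also: 0% = plate median of compound wells and 100% = probe without SIAE protein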
Target sequence (Q9HAT2 whole entry, looked up): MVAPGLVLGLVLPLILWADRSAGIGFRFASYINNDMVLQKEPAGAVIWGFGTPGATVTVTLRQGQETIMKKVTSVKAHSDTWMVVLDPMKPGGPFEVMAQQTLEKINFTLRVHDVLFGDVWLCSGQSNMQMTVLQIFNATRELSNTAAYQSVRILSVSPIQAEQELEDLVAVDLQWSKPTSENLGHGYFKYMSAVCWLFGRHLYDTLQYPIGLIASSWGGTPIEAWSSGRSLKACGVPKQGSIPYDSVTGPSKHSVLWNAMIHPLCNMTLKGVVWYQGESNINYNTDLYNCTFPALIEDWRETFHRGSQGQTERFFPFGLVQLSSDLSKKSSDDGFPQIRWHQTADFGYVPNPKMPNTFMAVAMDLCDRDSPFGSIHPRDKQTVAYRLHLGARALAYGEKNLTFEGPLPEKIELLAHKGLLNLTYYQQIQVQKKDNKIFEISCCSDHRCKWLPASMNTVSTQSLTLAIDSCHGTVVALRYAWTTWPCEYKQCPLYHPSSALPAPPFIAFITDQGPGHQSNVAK
PRMT1 inh = PRMT1 methyltransferase inhibitors, primary screen, biochemical, fluorescence polarization | recombinant PRMT1, activity-based probe fluorescence polarization | inhibition, % at 2.79 µM | 370,000 compounds, 1.3% hits | AID 652257, 2013;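 active = inhibition above about 21% made by adding two undisclosed values, limit read from the data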
Tn6 DDE FP = inhibitors of Tn6 peptide binding to fibrin DD(E), primary screen, biochemical, fluorescence polarization, human fibrin, Tn6 probe; inhibition, % at 8.3 µM; Fibrin DD(E) TRITC-Tn6 fluorescence polarization displacement; 370,000 compounds, 0.21% hits; AID 720509, 2013;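 active = inhibition above a per-campaign cutoff: mean of compounds within control limits plus 3 SD, cut at about 15% in these data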;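 also: 0% = median of all compound wells on the plate and 100% = blocking peptide control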
Target sequence (P02675 whole entry, looked up): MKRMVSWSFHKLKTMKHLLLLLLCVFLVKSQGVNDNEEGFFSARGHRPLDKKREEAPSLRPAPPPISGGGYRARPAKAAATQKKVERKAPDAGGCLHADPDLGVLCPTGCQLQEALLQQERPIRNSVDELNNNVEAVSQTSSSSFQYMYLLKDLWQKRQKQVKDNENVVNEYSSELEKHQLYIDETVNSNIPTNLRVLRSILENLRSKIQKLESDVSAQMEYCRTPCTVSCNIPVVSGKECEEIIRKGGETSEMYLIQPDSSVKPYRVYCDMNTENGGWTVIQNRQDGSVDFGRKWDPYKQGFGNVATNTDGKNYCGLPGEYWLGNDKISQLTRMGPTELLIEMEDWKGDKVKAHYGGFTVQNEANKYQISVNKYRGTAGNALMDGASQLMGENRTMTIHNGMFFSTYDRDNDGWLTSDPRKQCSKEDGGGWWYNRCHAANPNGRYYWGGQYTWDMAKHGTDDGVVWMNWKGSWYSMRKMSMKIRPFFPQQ
Tn7 DDE FP = inhibitors of Tn7 peptide binding to fibrin DD(E), primary screen, biochemical, fluorescence polarization, human fibrin, Tn7 probe; Fibrinogen beta chain (Homo sapiens), P02675; FP displacement of FITC-Tn7 peptide from fibrin DD(E); 0% = median of compound wells per plate; inhibition, % at 8.3 µM; 370,000 compounds, 0.13% hits; AID 720508, 2013;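 active = inhibition above the mean of compounds falling within the control limits plus 3 SD of them, cut at about 14% in these data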;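 also: 0% = plate median of compound wells and 100% = 10 µM Aha-Tn7 peptide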
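assay system = human clot-derived fibrin DD(E) complex | quantity = Fibrin-DD(E) at 2 µM final | timing = 10 min preincubation, 3 h with tracer, room temperature | signal = fluorescence polarization | measure = percent inhibition | benchmarks = high control wells with 10 µM unlabelled Aha-Tn7 peptide (full inhibition) | replicates = singlicate testing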
TCR CD3 inh = inhibitors of human TCR-CD3 interaction, primary screen, biochemical, fluorescence, TAMRA-labeled TCR probe; T-cell receptor (TCR); inhibition, % at 9.4 µM; 360,000 compounds, 0.37% hits; AID 651800, 2012; in the data active = inhibition above about 19%;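 also: recombinant mutant TCR 2C K166C tagged with TAMRA read by polarization; 0% = receptor in buffer alone and 100% = receptor with positive control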
UHRF1 binding = UHRF1 methylated DNA binding inhibitors, primary screen, counter-screen for MBD2 inhibitor project, biochemical, TR-FRET, human UHRF1, single concentration | inhibition, % at 4.4 µM | UHRF1 binding to methylated oligo | 370,000 compounds, 0.75% hits | AID 687016, 2013; in the data active = inhibition above about 21%;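 also: UHRF1 SRA domain binding a hemimethylated CpG hairpin DNA probe; 0% = median of test compound wells and 100% = reference inhibitor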
LEDGF integ inh = blockers of LEDGF/p75-dependent integrase strand transfer – biochemical, TR-FRET, high throughput, primary screen; HIV-1 integrase (with human LEDGF/p75); TR-FRET IN-LEDGF/p75 DNA integration, Eu/Cy5; inhibition, % at 3.7 µM; 370,000 compounds, 0.64% hits;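 active = inhibition above the screen-wide mean plus 3 SD, cut at about 13% in these data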;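 also: signal is the Cy5 over europium emission ratio at 671 and 618 nm; 0% = plate median of compound wells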
The depositor's hits bear a star; · = not tested or not shown.

SMILES	KLK7 zymogen act	TDP2 inh	MBD2 DNA inh	SIAE primary	PRMT1 inh	Tn6 DDE FP	Tn7 DDE FP	TCR CD3 inh	UHRF1 binding	LEDGF integ inh
CCOC(=O)CSc1nnc(CNC(=O)c2ccccc2OC)n1-c1ccc(OC)cc1	0.3	8	0	2	0	-8	4	-2	1	-3
CCCC(C)c1nnc(NC(=O)CCS(=O)(=O)Cc2ccccc2)s1 (centres undefined)	-0.4	2	0	1	10	3	-2	7	-3	2
O=C(Nc1ccnc(-c2ccncc2)n1)c1ccc(F)cc1	-0.2	-5	-10	8	-2	2	4	14	-2	-1
Cc1cc(-c2ccccc2)n(-c2ccccc2)n1	-0.3	-4	0	3	-3	-1	0	6	-2	-2
COCCCNC(=O)C[C@H]1C[C@@]2(C(=O)OC)C(=C[C@H](COCc3ccccc3)O[C@@H]2C)N(Cc2ccccc2)C1=O	0.7	-5	-7	5	-1	3	5	·	-2	8
O=C(Cn1cnc2sc(-c3ccccc3)cc2c1=O)N1CCOCC1	0.0	14	3	-1	-2	0	3	-4	3	-2
COc1ccc(-c2ccc(C#N)c(SCC(=O)Nc3sc4c(c3C#N)CCC4)n2)cc1	0.4	-6	4	-1	1	6	1	-3	0	1
COc1ccccc1C(=O)Nc1ccnn1C1CCN(CC2CC=CCC2)CC1 (centres undefined)	0.1	14	-4	5	1	-2	-1	0	2	4
Fc1ccc(NCc2nnc(SCc3nnc(-c4ccccc4)o3)n2Cc2ccccc2)cc1	0.4	-4	6	2	5	-3	2	3	-1	-1
Cc1ccc(S(=O)(=O)n2nccc2-c2c(-c3ccccc3)noc2C)cc1	0.5	6	0	1	0	-2	-2	6	-1	3
Cc1ccc(-n2c(C)cc3c2CCCC3=O)cc1	0.2	2	2	7	9	2	4	-10	3	0
CC[C@@H](C)C(C(=O)N1CCN(C(=O)OC(C)(C)C)CC1)n1cc(-c2cn([C@@H](C)C(=O)N3CCN(C(=O)OC(C)(C)C)CC3)nn2)nn1 (some centres undefined)	-0.3	-4	7	0	0	-3	3	-4	7	1

A different layout for part of the listing above.
canonical_smiles,KLK7 zymogen act,TDP2 inh,MBD2 DNA inh,SIAE primary,PRMT1 inh,Tn6 DDE FP,Tn7 DDE FP,TCR CD3 inh,UHRF1 binding,LEDGF integ inh
Cc1ccc(-n2c(C)cc3c2CCCC3=O)cc1,0.2,2,2,7,9,2,4,-10,3,0
COc1ccccc1C(=O)Nc1ccnn1C1CCN(CC2CC=CCC2)CC1 (centres undefined),0.1,14,-4,5,1,-2,-1,0,2,4

Later entries.
SMILES	KLK7 zymogen act	TDP2 inh	MBD2 DNA inh	SIAE primary	PRMT1 inh	Tn6 DDE FP	Tn7 DDE FP	TCR CD3 inh	UHRF1 binding	LEDGF integ inh
c1cc2c(cc1-c1csc(NNC3=NCCCCC3)n1)OCCO2	-0.5	5	2	9	75*	-4	0	-8	3	-1
O=S(=O)(c1cccs1)n1nnc2ccccc21	0.3	-2	-3	9	3	-2	-2	-11	2	0
O=C(O)c1ncc(-c2ccccc2)cn1	0.1	-19	10	0	10	-8	-2	4	3	-6
COc1ccc(O)c(C2=Nc3ccccc3N=C(c3cccs3)C2)c1	-0.6	12	5	11	-2	-4	-4	0	-2	1
CC(=O)N1CCN(c2ccc(NC(=O)c3cccc([N+](=O)[O-])c3)cc2)CC1	-0.2	-1	6	4	-1	2	6	-6	2	-2
COc1ccc(NC(=O)N2CCC(c3nc(-c4cccs4)no3)CC2)cc1	-0.3	1	2	5	0	-1	7	-1	2	2
CCCCOC(=O)c1cc(-c2ccc(/C=N/n3cnnc3)o2)ccc1Cl	-100	8	-1	-7	1	3	5	9	2	3
O=C(NC1CCCc2ccccc21)c1ccccc1 (centres undefined)	0.2	-6	2	5	-1	-5	4	-3	2	-1
C=CCNC(=S)N/N=C(\C)c1cccc(NC(C)=O)c1	-0.2	-3	-1	1	7	6	-4	-5	2	-4
COc1ccc(-c2nc(NC(=O)c3c(C)noc3C)sc2C)cc1	0.4	-5	-3	7	6	-4	1	-4	-3	-1
CC(C)C(=O)OCCN=C1NS(=O)(=O)c2ccccc21	-0.4	6	1	1	-3	1	-8	2	-2	-1
Cc1cc([N+](=O)[O-])nn1CC(=O)N1c2ccccc2CC1C (centres undefined)	0.3	-7	-5	-1	0	-4	1	6	0	-2

Arranged by count of non-hydrogen atoms (smallest number first): some entries from above.
SMILES	KLK7 zymogen act	TDP2 inh	MBD2 DNA inh	SIAE primary	PRMT1 inh	Tn6 DDE FP	Tn7 DDE FP	TCR CD3 inh	UHRF1 binding	LEDGF integ inh
C=CCNC(=S)N/N=C(\C)c1cccc(NC(C)=O)c1	-0.2	-3	-1	1	7	6	-4	-5	2	-4
c1cc2c(cc1-c1csc(NNC3=NCCCCC3)n1)OCCO2	-0.5	5	2	9	75*	-4	0	-8	3	-1
CC(=O)N1CCN(c2ccc(NC(=O)c3cccc([N+](=O)[O-])c3)cc2)CC1	-0.2	-1	6	4	-1	2	6	-6	2	-2

Additional structures follow.
SMILES	KLK7 zymogen act	TDP2 inh	MBD2 DNA inh	SIAE primary	PRMT1 inh	Tn6 DDE FP	Tn7 DDE FP	TCR CD3 inh	UHRF1 binding	LEDGF integ inh
Cc1c(S(=O)(=O)Nc2cccc3ccccc23)c(=O)n(C)c(=O)n1C	0.0	-16	-4	-1	-3	-3	-2	-6	2	3
Cc1ccc(/C=N/NC(=O)CN2CCN(Cc3ccccc3)CC2)s1	-0.1	-14	0	1	-3	2	1	5	-2	6
Cc1cccc2nc(CSc3nc4ccccc4[nH]3)cn12	0.6	10	1	0	2	10	-1	-4	0	-4
Cc1ccc(C)c(-n2nnnc2SCC(=O)Nc2c(C)n(C)n(-c3ccccc3)c2=O)c1	-0.2	8	-4	-3	-1	6	0	2	0	-3
CCOC(=O)c1ccc(Nc2nnc(C)c3ccccc23)cc1	0.4	9	4	-3	-2	-5	-5	-2	-1	-1
CCOc1cc(S(=O)(=O)NCCN2CCOCC2)c(C)cc1C	0.7	-2	0	5	-2	-8	-3	-1	-3	-3
c1ccc(CN=C2NN=C(c3ccccc3)CS2)cc1	-0.4	2	-5	5	16	0	0	0	-6	-1
c1ccc(CCc2nn3c(C4COc5ccccc5O4)nnc3s2)cc1 (centres undefined)	0.8	10	-1	2	3	6	-2	-3	-1	-4
O=C(CN1C(=O)CSc2ccccc21)N1CCc2ccccc21	-0.3	6	-2	1	0	3	6	4	-1	1
COC(=O)c1nnn(CC(=O)NC(=O)Nc2c(C)cccc2C)c1C(=O)OC	0.5	4	5	-4	1	-3	-2	-1	3	1
Cc1noc(C)c1C(=O)Nc1ccccn1	-0.6	-1	1	-7	-1	4	-2	8	2	3
O=C(CC[C@H]1O[C@@H](n2ccc(=O)[nH]c2=O)[C@H](O)[C@@H]1O)N[C@H](Cc1ccccc1)C(=O)NCC1CCCCC1	-0.1	-1	-1	4	-2	0	2	-3	-1	4
OC(CN1CCC(Cc2ccccc2)CC1)c1ccccc1 (centres undefined)	-0.8	2	-5	3	-4	2	-2	4	0	3
CC(=O)N1N=C(c2c(-c3ccccc3)c3cc(C)ccc3[nH]c2=O)CC1c1ccco1 (centres undefined)	0.6	-15	6	-3	10	-8	4	0	7	-5
O=C(CCN1CCN(c2ccc(F)cc2)CC1)Nc1ccccc1F	-0.2	-7	-6	8	-4	-5	1	-8	-3	6
CCOC(=O)c1c(/N=C/C2=C(O)CC(C)(C)CC2=O)sc2c1CCCC2	0.0	-8	4	10	-3	-7	8	-6	-1	0
CCc1cccc(NC(=O)C2CCCN2S(=O)(=O)c2ccc3c(c2)CC(C)N3C(C)=O)c1 (centres undefined)	-0.3	-4	2	2	-1	0	3	2	2	0
CCN1C(=O)[C@H]2[C@@H](c3ccc(C(F)(F)F)cc3)N[C@]3(CCCN(Cc4ccc(Br)cc4)C3=O)[C@H]2C1=O	-0.2	1	-1	-2	4	-4	4	1	1	-1
O=C1N(Cc2ccccc2)c2ccccc2C12OCCO2	0.1	16	3	10	-2	-2	0	3	-4	0
Cc1ccc(C)c(NC(=S)N2CCC(C(=O)c3ccc(F)cc3)CC2)c1	0.5	2	10	5	4	4	-1	-3	1	0
O=C1Nc2ccc(S(=O)(=O)NCC3CCCO3)c3cccc1c23 (centres undefined)	48*	1	-2	-5	2	3	9	2	-7	4
CCOc1ccc(NS(=O)(=O)c2ccc(Cl)c(N=Nc3c(O)[nH]c(=S)[nH]c3=O)c2)cc1Br	0.0	1	0	8	8	0	-1	-5	-1	2
Oc1cc2ccccc2cc1-c1nnc2n1-c1ccccc1SC2	-1.0	-1	0	3	-1	-3	6	-3	-3	3
COc1cccc(/C=N/Nc2nccnc2Cl)c1O	0.1	1	-5	-1	-1	2	9	1	-2	-3
Cc1ccc(NC(=O)C2CCN(C(=O)c3cccs3)CC2)cc1	-0.2	10	-1	2	-4	1	-6	-1	-2	1
CCOc1ccc(NC(=O)c2c[nH]n3c(=O)cc(C4CCN(C(=O)OC(C)(C)C)CC4)nc23)cc1	0.1	1	2	1	5	0	2	-4	4	2

Screening results from PubChem BioAssay.
